Tb PGK inh: inhibitors of T. brucei phosphoglycerate kinase; PGK/GAPDH coupled, Kinase-Glo luminescence, 60 min; 380,000 compounds, 0.043% hits; Potency, µM (top dose mostly 57.5 µM), for the others: at the highest dose activity change, negative = inhibition, usual class: inhibitors; P07378; also: potency is read from the fitted curve at half-maximal effect; % is scaled to controls: 0 for no effect and ±100 for the full control effect; nearly all actives have a fitted effect of over 60% in size
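Luminescent ATP detection (Kinase-Glo Plus) follows a 60-minute room-temperature incubation, with wells lacking PGK as controls. Buffer: 100 mM TEA (pH 7.6), 5 mM MgCl2, 0.01% Tween-20. Coupling enzyme GAPDH (100 nM final) supplies unstable 1,3-BPG in-well.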
Pin1 inhibitor: blocks the human prolyl isomerase Pin1 | Q13526 | Pin1 FP peptide displacement, HiFluor488, 10 min | Potency, µM (top dose mostly 115 µM), for inactives: top-dose activity, negative = inhibition, actives largely listed as inhibitors | 390,000 compounds, 0.009% hits | AID 504891; active = well fitted inhibition curve with a large enough effect in the polarisation, with a control signal flat, not every such curve was filed as active; inconclusive = small, poorly fitted or top-dose-only effect, or effect the other way, or a change in a side signal; inactive = no such curve, though single readings can be large or run the other way; the % refers to the polarisation; also: potency is read from the fitted curve at half-maximal effect; % is scaled to controls: 0 for no effect and ±100 for the full control effect
Target sequence (Q13526 whole entry, looked up): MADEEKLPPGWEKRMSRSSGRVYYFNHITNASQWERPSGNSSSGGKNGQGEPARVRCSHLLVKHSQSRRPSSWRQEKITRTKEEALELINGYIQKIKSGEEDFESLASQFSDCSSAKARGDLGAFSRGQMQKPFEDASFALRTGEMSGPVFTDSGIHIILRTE
Pol eta inh: blocks human DNA polymerase eta activity | Potency, µM (top dose mostly 114 µM), for inactives: top-dose activity change, negative = inhibition, usual class: inhibitors | 390,000 compounds, 1.2% hits | AID 588591 | recombinant Pol eta, fluorescent DNA replication assay; also: potency is read from the fitted curve at half-maximal effect; % is scaled to controls: 0 for no effect and ±100 for the full control effect
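Pol eta at 10 nM preincubated with compounds 15 min at room temperature; reaction started with fluorescent substrate (50 nM final) and read kinetically at 0 and 10 min.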
BAZ2B block: BAZ2B (human) inhibition. AlphaScreen BAZ2B-H3K14Ac peptide displacement. Potency, µM (top dose mostly 114 µM), inactives show at the highest dose activity change, negative = inhibition, usual class: inhibitors. 360,000 compounds, 4.4% hits; also: potency is read from the fitted curve at half-maximal effect; % is scaled to controls: 0 for no effect and ±100 for the full control effect; nearly all actives have a fitted effect of over 60% in size
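BAZ2B (50 nM) with biotin-H3(5-23)K14Ac peptide (50 nM) in PBS pH 7.4, 0.01% Tween-20, preformed 30 min, then compound 30 min at room temperature; top concentration 110uM. AlphaScreen streptavidin donor/nickel chelate acceptor beads (10 ug/mL final), 20 min dark, signal read.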
JMJD2A Tudor inh: inhibitors of human JMJD2A Tudor domain. O75164. AlphaScreen JMJD2A-Tudor / H3K4me3 peptide binding. Potency, µM (highest dose often 114 µM), for the others: at the top dose activity change, negative = inhibition, hits mostly inhibitors. 390,000 compounds, 4.4% hits. AID 504339; also: potency is read from the fitted curve at half-maximal effect; % is scaled to controls: 0 for no effect and ±100 for the full control effect; nearly all actives have a fitted effect of over 50% in size
HP1b binding inh: inhibitors of HP1-beta chromodomain binding to methylated histone tails | P83916 | AlphaScreen HP1-beta / biotin-H3K9me3 peptide binding | Potency, µM (highest dose often 114 µM), without a hit: top-dose activity change, negative = inhibition, actives largely listed as inhibitors | 390,000 compounds, 0.56% hits | AID 540317; also: potency is read from the fitted curve at half-maximal effect; nearly all actives have a fitted effect of over 70% in size; inactives centre near 23
Target sequence (P83916 whole entry, looked up): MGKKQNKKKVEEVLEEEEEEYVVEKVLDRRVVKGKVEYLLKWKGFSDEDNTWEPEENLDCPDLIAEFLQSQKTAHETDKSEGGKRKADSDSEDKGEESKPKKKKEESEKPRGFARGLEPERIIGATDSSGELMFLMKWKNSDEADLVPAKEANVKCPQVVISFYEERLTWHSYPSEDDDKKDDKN
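Compound inhibition of the preformed complex between 50 nM HP1-beta and 50 nM biotinylated H3K9me3 peptide was read by AlphaScreen. Buffer was PBS pH 7.4 with 0.01% Tween-20. Incubations ran 30 min at room temperature, with 10 ug/mL donor/acceptor beads.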
G9a block: G9a (human) methyltransferase inhibition. Potency, µM (highest dose often 102 µM), for the others: top-dose activity, negative = inhibition, actives largely listed as inhibitors. 350,000 compounds, 8.8% hits. G9a H3K9 monomethylation, AlphaScreen, 2 h. Q96KQ7; also: potency is read from the fitted curve at half-maximal effect; % is scaled to controls: 0 for no effect and ±100 for the full control effect; nearly all actives have a fitted effect of over 75% in size
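Chemiluminescent proximity detection of H3K9 monomethylation, read after 10 min bead incubation in the dark. Reaction: 20 nM G9a, 500 nM biotin-H3K9 peptide, 20 uM SAM cofactor, 2 h, room temperature, following 15 min enzyme-compound preincubation.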
PI4K2A block: PI4K2A (human) kinase inhibition. Q9BTU6. purified PI4K2A, ADP-Glo luminescence, 1 h; stronger effect = lower value. activity change, negative = inhibition, % at 76.9 µM. 420,000 compounds, 0.13% hits. AID 1346378; in the data active = activity change below about -50%; inconclusive = mostly about -30% to -49%;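 also: -100% = wells without enzyme as full effect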
Target sequence (Q9BTU6 whole entry, looked up): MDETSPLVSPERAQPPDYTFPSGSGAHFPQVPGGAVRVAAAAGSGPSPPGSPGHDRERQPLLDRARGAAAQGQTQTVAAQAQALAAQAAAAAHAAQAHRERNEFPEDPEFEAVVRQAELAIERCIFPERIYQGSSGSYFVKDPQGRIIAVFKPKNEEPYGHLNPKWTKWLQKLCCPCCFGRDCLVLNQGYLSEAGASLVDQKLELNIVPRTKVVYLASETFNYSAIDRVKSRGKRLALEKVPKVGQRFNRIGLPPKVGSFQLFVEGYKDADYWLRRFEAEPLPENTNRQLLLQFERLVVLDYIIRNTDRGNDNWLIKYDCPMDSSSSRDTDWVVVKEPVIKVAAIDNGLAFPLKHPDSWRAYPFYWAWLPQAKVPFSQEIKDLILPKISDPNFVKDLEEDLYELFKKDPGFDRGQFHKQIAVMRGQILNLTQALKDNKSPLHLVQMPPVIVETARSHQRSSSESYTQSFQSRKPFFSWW
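ADP-Glo luminescence measured ADP generated by PI4K2A enzyme (4 ug/mL before mixing) with 1.2 mM PI substrate (pre-mix) and 300 microM ATP (pre-mix). Tris pH7.5 buffer with MgCl2, Triton X-100; 1 h reaction at ambient temperature.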
GLS inh: inhibitors of human glutaminase (GLS); GLS enzymatic activity, qHTS titration; Potency, µM (highest dose often 45.5 µM), without a hit: top-dose activity change, negative = inhibition, actives largely listed as inhibitors; 410,000 compounds, 0.21% hits; also: potency is read from the fitted curve at half-maximal effect; % is scaled to controls: 0 for no effect and ±100 for the full control effect
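Coupled fluorescence readout: glutamate oxidase/HRP/Amplex Red detect glutamate formed by hKGA from L-glutamine (1 mM solution added). Buffer 45 mM KH2PO4 pH 8.2, 0.02% Tween-20; reads at t0 and 30 min RT.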
* hit, by the source's call; i = inactive; ? = inconclusive; / = not tested or not shown; [ ] = another dose, or the depositor's remark. Unless noted, calls follow the shape of the dose curve; as a rule, active = well fitted curve in the direction sought with a large enough effect; inconclusive = small, poorly fitted or top-dose-only effect, or another doubt; inactive = no such curve, though single readings can be large; an effect the other way counts as inactive or inconclusive. This is a subset (hit frequency here may not be typical).

SMILES	Tb PGK inh	Pin1 inhibitor	Pol eta inh	BAZ2B block	JMJD2A Tudor inh	HP1b binding inh	G9a block	PI4K2A block	GLS inh
CCC12CN3CC(C)(CN(C1)C3c1c(C)[nH]c3ccccc13)C2=O (stereo not given)	-4%	2%	-16%	-23%	?	16%	4%[59 µM]	1	11%
Cc1ccccc1OCC(=O)Nc1ccc2c(c1)C(=O)N(CCC(=O)O)C2=O	-8%	-7%	-7%	-8%	-1%	51%[activator]	33%	-6	0%
C=CC(=O)NC(NC(=O)C=C)c1ccccc1F	-8%	0%	-7%	6%	-8%	19%	7%	1	1%
O=C(/C(=C/c1ccccc1)n1cncn1)c1ccc(Cl)cc1Cl	-10%	-2%	-10%	-9%	-24%	1%	-6%[59 µM]	-2	12%
CC(=O)c1c(COC(=O)c2ccco2)nc2ccccc2[n+]1[O-]	-6%	2%	?	50µM*	-13%	6%	-34%[12.7 µM]	-7	-9%
CCSc1nnc(NC(=O)Cc2ccc(OC)c(S(=O)(=O)N3CCOCC3)c2)s1	-4%	0%	-10%	10%	2%	31%	9%[59 µM]	1	9%
COC(=O)C(NS(=O)(=O)c1cccc(S(=O)(=O)NC(C(=O)OC)c2ccccc2)c1)c1ccccc1 (stereo not given)	-7%	1%	-10%	-29%	-12%	43%[activator]	-11%	5	-10%
COc1ccc(OCC(O)CNC(=O)Nc2cccc3ccccc23)cc1 (stereo not given)	-9%	2%	-19%	-16%	-30%	-10%	-17%	2	-5%
CCc1cccc2c(C(=O)COC(=O)/C=C/c3ccc(O)c(OC)c3)c[nH]c12	i	25%	?	-10%	-32%	2%	45µM*	-3	-2%
O=c1oc2cc(OCc3c(F)c(F)c(F)c(F)c3F)ccc2cc1-c1ccccn1	i	?	-15%	-3%	1%	25%	23%[59 µM]	3	-8%
Cc1cc(C)c(S(=O)(=O)NCCc2cc3cc(C)c(C)cc3[nH]c2=O)c(C)c1	i	5%	-9%	-19%	-18%	6%	7%[59 µM]	-2	-8%
Cc1ccccc1Cn1c(Cc2ccccc2)nc2ccccc21	i	9%	-23%	-4%	12%	72%[activator]	-6%[2.33 µM]	1	4%
O=C(CSc1n[nH]c(-c2ccc(F)cc2)n1)NCc1ccccc1Cl	-7%	-7%	-12%	3%	-13%	27%[57 µM]	-10%[59 µM]	-3	-5%
CCOC(=O)Cc1csc(NC(=O)Nc2ccc(C)cc2)n1	-2%	2%	-15%	1%	-10%	8%	36%[59 µM]	-2	-2%
Cc1oc(-c2ccccc2F)nc1CS(=O)(=O)CC(=O)NCCc1ccc(Cl)cc1	-11%	9%	-7%	-16%	-7%	39%[activator]	5%[59 µM]	-2	13%
Cn1c(Oc2ccccc2NCc2cc(Br)ccc2O)cc(=O)n(C)c1=O	i	1%	-16%	-3%	-10%	27%	15%[12.7 µM]	2	18%
O=C(CCCCCN1C(=O)[C@@H]2Cc3ccccc3CN2C1=O)NCCc1ccccc1	i	-7%	-20%	1%	-5%	28%	23%	-3	-3%
CCOc1ccc(NCc2cccn2-c2nnc(N3CCC(C(=O)NCCCN4CCCCC4C)CC3)s2)cc1 (stereo not given)	9%	21%	-22%	?	40µM*	-15%[57 µM]	50µM*	0	23%
CN(C)c1ccc(CC2C(=O)Nc3ccccc32)cc1 (stereo not given)	-10%	?	-19%	?	7.1µM*	28µM*	3.2µM*	-2	0%
COc1ccc(NC(=O)COC(=O)C2C3CC4OC(=O)C2C4C3)cc1 (stereo not given)	-3%	0%	-6%	-16%	-4%	20%	26%	2	-5%
Cc1oc(-c2ccc(Cl)cc2)nc1CN1CCCC(C(=O)NCCCN2CCOCC2)C1 (stereo not given)	-10%	-5%	-11%	-4%	-24%	24%	-41%	6	-10%
C[C@]12c3[nH]c4ccccc4c3CCN1C(=O)C(CC(=O)NCCCn1ccnc1)C[C@@H]2C(=O)N1CCCCC1 (stereo not given in full)	-2%	0%	-10%	/	-22%	14%	/	0	11%
CC(C)(C)c1ccc(C(=O)NC(=O)CSc2n[nH]c(N)n2)cc1	6%	3%	0%	9%	-9%	-5%	12%[12.7 µM]	1	15%
Cc1nnc2sc(-c3ccncc3)nn12	1%	5%	6%	-30%	-12%	35%	11%[59 µM]	1	5%
CC(NC(=O)COC(=O)CCc1nc(=O)c2ccccc2n1C)c1ccccc1 (stereo not given)	-8%	-3%	-1%	13%	-17%	13%	5%	1	-2%
CCOC(=O)CC1CCCCN1C(=O)c1ccc2nc(CCOC)oc2c1 (stereo not given)	-7%	-7%	-4%	-4%	-1%	28%	16%	0	-4%
O=C(COC(=O)c1cc(S(=O)(=O)N2CCCC2)ccc1O)Nc1ccccc1Br	-7%	-5%	-15%	/	-11%	10%	/	3	11%
CCCN(C(=O)CSc1nnnn1C)c1c(N)n(Cc2ccccc2)c(=O)[nH]c1=O	1%	7%	-7%	-16%	-16%	4%	2%	5	2%
Cc1cccc(Nc2nc(OCC#N)nc(N(C)C)n2)c1	-3%	-1%	-11%	-19%	-3%	50%[activator]	-1%	-1	-2%
CCn1nnnc1SCC(=O)Nc1sc(C)c(C)c1C#N	7%	-8%	1%	-23%	1%	27%	-3%[12.7 µM]	-5	20%
COCCCN1CCc2nc(SCC(=O)Nc3ccc(C)c(Cl)c3)[nH]c(=O)c2C1	7%	3%	-2%	-6%	-6%	34%	-26%[59 µM]	-7	-11%
CN(CCc1ccccc1)C(=O)c1cccc(NC(=O)Cc2cccc(NC(=O)C3CCN(C(=O)c4ccccc4)CC3)c2)c1	i	20%	-15%	/	-13%	83%[activator]	/	-2	1%
COc1cccc2sc(N3CCN(c4nc5ccccc5s4)CC3)nc12	i	0%	?	5%	-8%	24%	4%	4	2%
CCc1nn2c(=O)cc(COC(=O)c3cccs3)nc2s1	10%	-3%	-16%	-13%	-12%	61%[activator]	4%[59 µM]	-8	-7%
O=C(CN(c1ccc(F)cc1)S(=O)(=O)c1ccc2c(c1)OCCO2)Nc1ccccc1	-3%	3%	8%	-3%	-7%	6%	-5%	1	/
CCOC(=O)Cc1csc(NC(=O)COc2ccc(N(C)S(=O)(=O)c3cccs3)cc2)n1	-4%	19%	-5%	-24%	-9%	30%	?	6	-3%
O=C(O)C1C2C=CC(C2)C1C(=O)NCc1ccccc1 (stereo not given)	-4%	-1%	1%	10%	-3%	18%	2%[2.33 µM]	-3	1%
O=S(=O)(c1ccccc1)N1CCN(Cc2cccc(Cl)c2)CC1	-7%	?	3%	32µM*	8.9µM*	-54%	?	1	-9%
CNc1oc(Cc2ccccc2)nc1S(=O)(=O)c1ccc(Cl)cc1	-9%	-15%	2%	-26%	?	4%	25µM*	-2	14%
CC1(C)CC2(OC2c2ccccc2[N+](=O)[O-])C(=O)c2ccccc21 (stereo not given)	-5%	/	-17%	/	/	/	/	-3	0%
Cc1nc2ccn(Cc3cccnc3)c(=O)c2cc1C(=O)NCc1ccccc1	10%	-7%	-2%	-12%	-14%	18%	-1%[59 µM]	-8	22%
COc1ccc(OC)c(NC(=O)CC2(CC(=O)O)CCCC2)c1	-2%	0%	-11%	-19%	-20%	6%	-6%	1	0%
COC(=O)CCCC(=O)N1CCCC(C(=O)c2ccc(-c3ccccc3)cc2)C1 (stereo not given)	-14%	-2%	-18%	3%	-2%	34%	28%	3	-14%
O=C(Nc1nnc(C2CC2)s1)c1ccncc1	i	16%	-9%	?	1%	31%[activator]	-25%	1	0%
COCCn1ccc2c(OCC(=O)NCc3ccc(F)cc3)cccc2c1=O	2%	3%	-19%	3%	-13%	18%	0%[59 µM]	1	2%

A stretch from the list above:
SMILES	Tb PGK inh	Pin1 inhibitor	Pol eta inh	BAZ2B block	JMJD2A Tudor inh	HP1b binding inh	G9a block	PI4K2A block	GLS inh
CCC12CN3CC(C)(CN(C1)C3c1c(C)[nH]c3ccccc13)C2=O (stereo not given)	-4%	2%	-16%	-23%	?	16%	4%[59 µM]	1	11%
Cc1ccccc1OCC(=O)Nc1ccc2c(c1)C(=O)N(CCC(=O)O)C2=O	-8%	-7%	-7%	-8%	-1%	51%[activator]	33%	-6	0%
C=CC(=O)NC(NC(=O)C=C)c1ccccc1F	-8%	0%	-7%	6%	-8%	19%	7%	1	1%

Next section.
SMILES	Tb PGK inh	Pin1 inhibitor	Pol eta inh	BAZ2B block	JMJD2A Tudor inh	HP1b binding inh	G9a block	PI4K2A block	GLS inh
COc1ccc(C2(c3ccc(OC)cc3)NC(=O)N(CC(=O)N3CCOCC3)C2=O)cc1	-4%	-1%	7%	7%	-9%	22%	-4%[12.7 µM]	1	0%
Cc1ccc(S(=O)(=O)N(CC(=O)NCc2ccco2)Cc2ccccc2F)cc1	1%	-8%	4%	-12%	?	-5%	-3%[12.7 µM]	1	2%
Brc1ccc2ncc(Br)cc2c1	6%	-2%	-22%	44%[activator]	34%	71%[activator]	52%[activator][59 µM]	-2	-7%
CCOc1ccc(N(C(=O)c2snc(C(N)=O)c2N)C(C(=O)NCC2CCCO2)c2c[nH]c3ccccc23)cc1 (stereo not given)	-5%	8%	-12%	-20%	-26%	-9%	40µM*	-1	-4%
COc1ccc(-c2csc3nc[nH]c(=O)c23)cc1OC	1%	2%	0%	18%	-7%	37%	5%	2	8%
Cc1ccc(OCC(=O)NC(=S)Nc2cccc(C)n2)cc1	-3%	-4%	-6%	8%	-20%	12%	-11%[59 µM]	-3	-5%
CC(C)(C)NC(=O)NC(=O)CSc1nnc2ccccn12	-7%	-3%	-12%	-6%	-5%	24%	/	-14	-9%
CCCCN1C(=O)C(CC(=O)NCC)SC1=Nc1ccccc1 (stereo not given)	-2%	1%	1%	-3%	4%	21%	-7%[59 µM]	-1	5%
